ATXN2 expr inh: Primary qHTS for Inhibitors of ATXN expression. HEK-293 ATXN2-luciferase reporter, luminescence, 24 h. Potency, µM (top dose mostly 57 µM), inactives show at the top dose activity change, negative = inhibition, actives largely listed as inhibitors. 0.72% of 360,000 active. AID 1745845, 2022; also: % is scaled to controls: 0 for no effect and ±100 for the full control effect; nearly all actives have a fitted effect of over 55% in size
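ATXN2-luciferase reporter cells (luciferase flanked by upstream and downstream ATXN2 gene portions) were treated 24 h at 37 °C with compounds at up to 57 uM. SteadyGlo luminescence gave expression; GF-AFC fluorescence gave viability.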
EPAC2 antagonist: qHTS for Antagonist of cAMP-regulated guanine nucleotide exchange factor 2 (EPAC2): primary screen; EPAC2 GEF exchange of Rap1B-BODIPY-GDP, fluorescence; Potency, µM (top dose mostly 114 µM), for inactives: at the highest dose activity, negative = inhibition, most hits filed as inhibitors; Rap guanine nucleotide exchange factor 4 (Homo sapiens), Q8WZA2; AID 720708, 2013; 0.18% of 360,000 active; also: % is scaled to controls: 0 for no effect and ±100 for the full control effect; nearly all actives have a fitted effect of over 45% in size; many of its hits are not listed in these tables
Target sequence (Q8WZA2 whole entry, looked up): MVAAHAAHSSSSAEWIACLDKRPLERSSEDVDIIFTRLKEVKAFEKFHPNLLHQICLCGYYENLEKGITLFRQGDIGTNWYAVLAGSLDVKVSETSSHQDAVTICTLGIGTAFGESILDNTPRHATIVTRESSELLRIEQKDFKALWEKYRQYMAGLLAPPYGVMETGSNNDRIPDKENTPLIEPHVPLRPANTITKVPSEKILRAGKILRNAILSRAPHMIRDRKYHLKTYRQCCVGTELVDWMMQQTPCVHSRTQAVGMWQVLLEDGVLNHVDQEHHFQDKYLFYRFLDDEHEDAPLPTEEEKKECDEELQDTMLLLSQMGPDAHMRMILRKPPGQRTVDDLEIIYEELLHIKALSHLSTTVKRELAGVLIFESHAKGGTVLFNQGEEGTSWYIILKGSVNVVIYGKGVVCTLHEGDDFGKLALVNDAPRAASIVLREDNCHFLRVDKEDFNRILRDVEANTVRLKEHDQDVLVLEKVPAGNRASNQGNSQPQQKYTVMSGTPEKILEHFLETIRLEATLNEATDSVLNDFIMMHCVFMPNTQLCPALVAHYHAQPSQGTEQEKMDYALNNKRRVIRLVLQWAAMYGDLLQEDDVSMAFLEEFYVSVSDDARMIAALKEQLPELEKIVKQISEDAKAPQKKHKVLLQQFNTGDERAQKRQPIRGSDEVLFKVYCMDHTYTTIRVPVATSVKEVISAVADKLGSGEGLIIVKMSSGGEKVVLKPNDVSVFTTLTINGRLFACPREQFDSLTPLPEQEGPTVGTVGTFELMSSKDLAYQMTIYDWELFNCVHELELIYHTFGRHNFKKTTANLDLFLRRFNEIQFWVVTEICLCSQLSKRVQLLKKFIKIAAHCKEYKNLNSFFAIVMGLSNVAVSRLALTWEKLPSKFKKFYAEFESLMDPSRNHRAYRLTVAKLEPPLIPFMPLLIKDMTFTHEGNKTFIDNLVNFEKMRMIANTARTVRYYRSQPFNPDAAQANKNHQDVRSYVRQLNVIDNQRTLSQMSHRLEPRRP
Nrf2 activator: qHTS of Nrf2 Activators; AREc32 ARE-luciferase reporter (MCF7-derived line), luminescence, 24 h; Potency, µM (highest dose often 46.1 µM), without a hit: at the highest dose activation, hits mostly activators; 0.31% of 410,000 active; AID 624171, 2012; also: % of control where 0% means no effect; nearly all actives have a fitted effect of over 65% in size
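AREc32_Fluc, 1000 cells/well, OPTI-MEM + 5% FBS, o/n 37 deg C 5% CO2; 23 nL cpd by pin tool, 24 hr; Steady-Glo 30 min RT, luminescence.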
MCF10A rereplic: A quantitative high throughput screen for small molecules that induce DNA re-replication in MCF 10a normal breast cells | AID 624296, 2012 | MCF 10A DNA re-replication, Hoechst nuclear intensity, 48 h | 2.9% of 350,000 active | Potency, µM (series often up to 46.1 µM), for inactives: top-dose activity, positive = re-replication, usual class: activators; also: % of control where 0% means no effect; nearly all actives have a fitted effect of over 50% in size
A549 viability: Nrf2 qHTS screen for inhibitors: counterscreen for cytotoxicity. A549 ARE-Fluc cells, CellTiter-Fluor viability, 18-24 h. 0.16% of 390,000 active. AID 504648, 2011. Potency, µM (top dose mostly 46 µM), for the others: at the top dose activity change, negative = cytotoxicity, usual class: inhibitors; also: % is scaled to controls: 0 for no effect and ±100 for the full control effect
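A549 ARE_Fluc cells in 5% FBS OPTI-MEM were exposed to compounds in concentration-response for 18-24 h at 37 deg C. Viability was read by CellTiter-Fluor fluorescence (Ex 405/Em 525) after 30 min, before the luciferase read.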
TGFb SMAD3 inh: qHTS for Inhibitors of TGF-b; AID 588855, 2011; Potency, µM (titrated, usually from 46.1 µM), for inactives: top-dose activity, negative = inhibition, most hits filed as inhibitors; 1.2% of 410,000 active; HepG2 CAGA-GFP TGF-b/SMAD3 reporter, GFP fluorescence, 18 h; TGF-beta stimulated, 500 pg/mL final; also: % is scaled to controls: 0 for no effect and ±100 for the full control effect; nearly all actives have a fitted effect of over 65% in size
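Per well, imaged GFP fluorescence of HEPG2 CAGA-GFP cells gives the signal; cells get compound, then TGF-beta (500 pg/mL final), 18 h at 37 degrees C; %Activity versus -TGF-beta and +DMSO controls.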
Nrf2 inh: Nrf2 qHTS screen for inhibitors | 2.1% of 360,000 active | A549 ARE-Fluc reporter, luciferase luminescence, 18-24 h | Potency, µM (series often up to 46 µM), for inactives: at the top dose activity change, negative = inhibition, hits mostly inhibitors | AID 504444, 2011; also: % is scaled to controls: 0 for no effect and ±100 for the full control effect; nearly all actives have a fitted effect of over 60% in size
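Concentration-response testing used A549 ARE_Fluc cells at 5000 cells/well. Following an 18-24 h compound incubation, viability was read by fluorescence (Ex 405/Em 525) and luciferase output by luminescence.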
HepG2 tox: qHTS for Inhibitors of TGF-b: Cytotox Counterscreen. HepG2 CAGA-GFP viability, ATP luminescence, 18 h. Potency, µM (highest dose often 46.1 µM), inactives show at the top dose activity change, negative = cytotoxicity, usual class: cytotoxic. 0.76% of 410,000 active. AID 588856, 2011; also: some results filed as inactive show a strong effect at the top dose
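CellTiter-Glo luminescence gave cytotoxicity after 18 hours at 37 degrees C. The cells were HepG2 CAGA-GFP in 1% FBS DMEM, stimulated with 500 pg/mL TGF-beta after compound addition. %Activity was normalised to no-cell wells (complete cell-killing) and DMSO (no toxicity), and curves were fitted and classified.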
S2 tox: Viability Counterscreen for Primary qHTS for Inhibitors of ATXN expression; S2 cells (HEK-293 line with an ATXN2-luciferase reporter) viability, CellTiter-Fluor protease fluorescence, 24 h; Potency, µM (highest dose often 56.7 µM), actives largely listed as cytotoxic; 0.49% of 400,000 active; also: nearly all actives have a fitted effect of over 40% in size
* hit, by the source's call; & = joins results of further samples. Calls follow the shape of the dose curve; as a rule, active = well fitted curve in the direction sought with a large enough effect; inconclusive = small, poorly fitted or top-dose-only effect, or another doubt; inactive = no such curve, though single readings can be large; an effect the other way counts as inactive or inconclusive. Potency is read from the fitted curve at half-maximal effect. Only part of the results is shown. The share of hits here may be higher or lower than overall.

Results for CCC(=O)Nc1cc(C)c(NC(=O)c2ccco2)cn1 ?
ATXN2 expr inh: 2.1%; EPAC2 antagonist: -1.7%; Nrf2 activator: -0.4%; MCF10A rereplic: 2.4%; A549 viability: 10.1%; TGFb SMAD3 inh: 23.3%; Nrf2 inh: 0.3%; HepG2 tox: -10.8%; S2 tox: inactive

Results for Cc1c(C)c2ccc(OS(C)(=O)=O)c(C)c2oc1=O ?
ATXN2 expr inh: 1.2%; EPAC2 antagonist: -7.6%; Nrf2 activator: -0.7%; MCF10A rereplic: 4.6%; A549 viability: -1.0%; TGFb SMAD3 inh: -19.8%; Nrf2 inh: -5.1%; HepG2 tox: 2.9%; S2 tox: inactive

How did O=c1[nH]cnc2c1ncn2[C@@H]1C[C@@H](O)[C@H](CO)O1 do in these assays?
ATXN2 expr inh: 4.9%; EPAC2 antagonist: 8.8%; Nrf2 activator: -0.2%; MCF10A rereplic: 6.9%; A549 viability: -0.3%; TGFb SMAD3 inh: 7.9%; Nrf2 inh: 3.0%; HepG2 tox: 24.8%; S2 tox: inactive

Results for Cc1cc(C)n(S(=O)(=O)c2cccc([N+](=O)[O-])c2)n1 ?
ATXN2 expr inh: -19.2%; EPAC2 antagonist: 0.6%; Nrf2 activator: 15.8%; MCF10A rereplic: 3.0%; A549 viability: -2.7%; TGFb SMAD3 inh: inconclusive; Nrf2 inh: 1.8%; HepG2 tox: 7.2%; S2 tox: inactive

Results for COc1cccc(CNC(=O)Cn2ccc3cc(S(=O)(=O)N4CCC(C)CC4)ccc32)c1 ?
ATXN2 expr inh: -5.9%&1.8%; EPAC2 antagonist: -9.5%; Nrf2 activator: -0.3%&5.2%; MCF10A rereplic: 11.3%; A549 viability: -13.5%&1.9%; TGFb SMAD3 inh: inconclusive; Nrf2 inh: -20.0%&-18.8%; HepG2 tox: -6.9%&-5.9%; S2 tox: inactive

How did COC(=O)Cc1c(C)c2ccc(OCc3nn[nH]n3)cc2oc1=O do in these assays?
ATXN2 expr inh: 2.4%; EPAC2 antagonist: 3.9%; Nrf2 activator: -0.9%; MCF10A rereplic: -4.7%; A549 viability: 1.3%; TGFb SMAD3 inh: 15.6%; Nrf2 inh: 10.0%; HepG2 tox: 4.9%; S2 tox: inactive

What do the screens show for `O=[N+]([O-])c1cc(C2Nc3cccc4cccc(c34)N2)ccc1Cl`?
ATXN2 expr inh: -6.5%; EPAC2 antagonist: 4.5%; Nrf2 activator: inconclusive; MCF10A rereplic: -0.1%; A549 viability: -1.5%; TGFb SMAD3 inh: 0.2%; Nrf2 inh: 8.9%; HepG2 tox: 0.4%; S2 tox: inactive

Results for COc1ccc(Cl)cc1S(=O)(=O)NC(C)C(=O)NCCN1CCOCC1 (configuration not stated) ?
ATXN2 expr inh: 0.6%; EPAC2 antagonist: 1.3%; Nrf2 activator: -0.6%; MCF10A rereplic: 1.5%; A549 viability: 1.0%; TGFb SMAD3 inh: -0.9%; Nrf2 inh: -14.3%; HepG2 tox: -1.0%; S2 tox: inactive

What do the screens show for `CCN1CCN(c2cc(C(C)(C)C)nc3c(-c4ccccc4)c(C)nn23)CC1`?
ATXN2 expr inh: 4.8%; EPAC2 antagonist: -3.0%; Nrf2 activator: -0.6%; MCF10A rereplic: inconclusive; A549 viability: inconclusive; TGFb SMAD3 inh: 0.2%; Nrf2 inh: -10.6%; HepG2 tox: -9.6%; S2 tox: inconclusive

Results for CCc1ncc(CN2CCCC(C(=O)Nc3cccc(-c4ccc(F)cc4)c3)C2)cn1 (configuration not stated) ?
ATXN2 expr inh: -10.7%; EPAC2 antagonist: -1.8%; Nrf2 activator: 3.8%; MCF10A rereplic: 12.6%; A549 viability: 0.3%; TGFb SMAD3 inh: 4.2%; Nrf2 inh: -14.1%; HepG2 tox: -9.1%; S2 tox: inactive

What do the screens show for `CC(=O)c1cnc2nc(SCc3ccc(Cl)cc3)nn2c1C`?
ATXN2 expr inh: 8.0%; EPAC2 antagonist: 4.0%; Nrf2 activator: 0.8%; MCF10A rereplic: inconclusive; A549 viability: 5.7%; TGFb SMAD3 inh: -0.4%; Nrf2 inh: -15.0%; HepG2 tox: 6.5%; S2 tox: inactive

How did NS(=O)(=O)c1ccc2nc(NC(=O)c3ccncc3)sc2c1 do in these assays?
ATXN2 expr inh: 0.9%; EPAC2 antagonist: -8.4%; Nrf2 activator: -0.5%; MCF10A rereplic: -6.4%; A549 viability: 0.2%; TGFb SMAD3 inh: 6.0%; Nrf2 inh: inconclusive; HepG2 tox: 2.9%; S2 tox: inactive

Results for O=C(Cc1ccccc1)NCCc1cn2ccsc2n1 ?
ATXN2 expr inh: -18.5%; EPAC2 antagonist: 6.8%; Nrf2 activator: 0.4%; MCF10A rereplic: -0.5%; A549 viability: -2.2%; TGFb SMAD3 inh: 0.9%; Nrf2 inh: 0.3%; HepG2 tox: -1.8%; S2 tox: inconclusive

Results for Cc1cc(-c2ccc(C(C)C)c(S(=O)(=O)Nc3cc(C)on3)c2)on1 ?
ATXN2 expr inh: -7.3%; EPAC2 antagonist: -5.4%; Nrf2 activator: -0.1%; MCF10A rereplic: 0.6%; A549 viability: 5.5%; TGFb SMAD3 inh: 7.1%; Nrf2 inh: 1.9%; HepG2 tox: -5.5%; S2 tox: inactive

How did CCOC(=O)C1=C(C)NC(C)=C(C(=O)OCC)C1c1ccco1 do in these assays?
EPAC2 antagonist: -20.2%; Nrf2 activator: -0.4%; MCF10A rereplic: -0.1%; A549 viability: 0.0%; TGFb SMAD3 inh: -25.9%; Nrf2 inh: 4.8%; HepG2 tox: -36.1%; S2 tox: inactive

How did CC(C)(C)c1ccc(NC(=O)CSc2nnc3scc(-c4ccccc4)n23)cc1 do in these assays?
ATXN2 expr inh: inconclusive; Nrf2 activator: 1.2%; A549 viability: -0.5%; TGFb SMAD3 inh: -23.1%; Nrf2 inh: 16.4µM*; HepG2 tox: -36.5%; S2 tox: inconclusive

What do the screens show for `Cc1ccc2nc(N3CCN(C=O)CC3)nc(-c3ccccc3)c2c1`?
ATXN2 expr inh: inconclusive; EPAC2 antagonist: -8.8%; Nrf2 activator: 3.5%; MCF10A rereplic: inconclusive; A549 viability: inconclusive; TGFb SMAD3 inh: -15.7%; Nrf2 inh: -25.0%; HepG2 tox: -46.5%

What do the screens show for `O=c1cc(N2CCc3ccccc32)[nH]c(=O)n1Cc1ccc(F)cc1`?
ATXN2 expr inh: 14.5%; EPAC2 antagonist: 5.2%; Nrf2 activator: 2.3%; MCF10A rereplic: 1.1%; A549 viability: -5.0%; TGFb SMAD3 inh: 18.0%; Nrf2 inh: 11.7%; HepG2 tox: -15.1%; S2 tox: inactive

What do the screens show for `COc1ccccc1Nc1ncccc1[N+](=O)[O-]`?
ATXN2 expr inh: 3.9%; EPAC2 antagonist: 2.6%; Nrf2 activator: 3.7%; MCF10A rereplic: -2.3%; A549 viability: -12.5%; TGFb SMAD3 inh: 14.3%; Nrf2 inh: -0.8%; HepG2 tox: 3.8%; S2 tox: inactive

What do the screens show for `CN(C(=O)CSc1nc2ccccc2c(=O)n1-c1ccccc1F)C1CCS(=O)(=O)C1` (configuration not stated)?
ATXN2 expr inh: -8.8%; EPAC2 antagonist: -6.0%; Nrf2 activator: 3.9%; MCF10A rereplic: -1.6%; A549 viability: -14.1%; TGFb SMAD3 inh: -0.1%; Nrf2 inh: -11.9%; HepG2 tox: -2.0%; S2 tox: inconclusive

Results for CCCn1ccnc1SCC(=O)Nc1c(C)n(C)n(-c2ccccc2)c1=O ?
ATXN2 expr inh: -0.8%; EPAC2 antagonist: -3.1%; Nrf2 activator: -0.4%; MCF10A rereplic: -1.1%; A549 viability: -3.9%; TGFb SMAD3 inh: -1.7%; Nrf2 inh: -2.1%; HepG2 tox: -1.2%; S2 tox: inactive

What do the screens show for `CN(C)c1ccc(CC(=O)N2CCCCC2c2cc(C(=O)Nc3ccccc3Cl)no2)cc1` (configuration not stated)?
ATXN2 expr inh: -42.8%; EPAC2 antagonist: -3.2%; Nrf2 activator: 3.8%; TGFb SMAD3 inh: -16.0%; HepG2 tox: -35.9%; S2 tox: inactive

What do the screens show for `O=C(Nc1nncs1)C1c2ccccc2Oc2ccccc21`?
ATXN2 expr inh: -2.2%; EPAC2 antagonist: -2.1%; Nrf2 activator: -0.4%; MCF10A rereplic: -2.5%; A549 viability: -7.1%; TGFb SMAD3 inh: -19.5%; Nrf2 inh: inconclusive; HepG2 tox: 0.4%; S2 tox: inactive

Results for CCC(C(=O)NCCC(C)C)N(C(=O)Cn1nnc(-c2ccc(C)cc2)n1)c1cccc(O)c1 (configuration not stated) ?
Nrf2 activator: -0.9%; A549 viability: -24.6%; TGFb SMAD3 inh: inconclusive; Nrf2 inh: inconclusive; HepG2 tox: -32.6%

How did COc1ccccc1C1NC(=O)c2n[nH]c(-c3cccs3)c21 (configuration not stated) do in these assays?
ATXN2 expr inh: 0.8%; Nrf2 activator: 0.3%; A549 viability: -1.5%; TGFb SMAD3 inh: -26.0%; Nrf2 inh: inconclusive; HepG2 tox: -14.8%; S2 tox: inactive

How did O=C(NCc1ccncc1)c1ccc(NS(=O)(=O)c2ccc(F)cc2)cc1 do in these assays?
EPAC2 antagonist: -0.4%; Nrf2 activator: -0.6%; MCF10A rereplic: -16.9%; A549 viability: 0.1%; TGFb SMAD3 inh: 26.5%; Nrf2 inh: -1.5%; HepG2 tox: -2.7%

Bioassay records: PubChem BioAssay, National Center for Advancing Translational Sciences (NCATS)
